Screening data deposited in PubChem BioAssay by National Center for Advancing Translational Sciences (NCATS).
TbPYK inhibitor – blocks Trypanosoma brucei pyruvate kinase; Potency, µM (titrated, usually from 76.8 µM), for inactives: at the top dose activity, negative = inhibition, usual class: inhibitors; 0.12% of 410,000 active; Q57TT1; TbPYK enzyme, Kinase-Glo Plus ATP luminescence, 45 min; active = well fitted inhibition curve with a large enough effect; also: nearly all actives have a fitted effect of over 50% in size
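Readout: single end-point luminescence (Kinase-Glo Plus, 10 min). Reaction conditions were TbPYK/substrate plus 130 uM ADP, 45 min at RT, pH 7.2 TEA buffer. No-enzyme wells served as controls, and data were normalized before concentration-response fitting.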
Numbers without * were called inactive; [ ] = another dose, or the depositor's remark. % is scaled to controls: 0 for no effect and ±100 for the full control effect; potency is read from the fitted curve at half-maximal effect. A portion of the library (hit frequency here may not be typical).

cpd	Structure	TbPYK inhibitor
1	CCCCCCCCCCCCCCCCCC(=O)OCCO	0.9%
2	Cc1ccc(Nc2n[nH]c(=S)s2)cc1	-28.0%
3	COc1cccc(N2CC(NC(=O)c3cc4ccccc4o3)CC2=O)c1 (stereo unspecified)	3.4%
4	COc1ccc(C(=O)NCCc2sc(-c3ccc(F)cc3)nc2C)cc1OC	1.8%
5	Cc1nn(C(=O)c2ccc(Cl)cc2)c(C)c1S(=O)(=O)N1CCOCC1	-5.3%
6	Cc1ccc(NC(=O)CSc2nc3c(oc4ccccc43)c(=O)n2-c2ccc(F)cc2)c(C)c1	-3.0%
7	Cc1nn(C)c(C)c1S(=O)(=O)N(CC(=O)NCCc1ccccc1)c1ccc(C(C)C)cc1	-3.0%
8	Cc1ccc(N2CC3=C(C2=O)C(c2ccc(Br)cc2)NC(=O)N3C)cc1 (stereo unspecified)	-2.8%

The results go on.
cpd	Structure	TbPYK inhibitor
9	COc1ccccc1Cc1c(-c2cccc(Cl)c2)nc2c(C)cc(Br)cn12	-8.5%
10	COc1cc(CN2CCN(S(=O)(=O)c3ccccc3)CC2)cc(OC)c1O	-0.1%
11	CC(C)(C)c1ccc(CC(=O)N2CCC2(C)C(=O)NS(=O)(=O)c2cccc(F)c2)cc1 (stereo unspecified)	-5.4%
12	CCN(CC)C(=O)C1=C(C)N(Cc2ccc(OC)cc2)C(=O)C(CC(=O)NC2CC2)C1 (stereo unspecified)	3.3%
13	COc1ccccc1Nc1nc(-c2ccccc2F)nc2ccccc12	-1.1%
14	C=CCOc1ccc(C[C@H](N)C(=O)NC[C@H]2O[C@@H](n3ccc(N)nc3=O)[C@H](O)[C@@H]2O)cc1	-6.9%
15	CC(=O)OCCN1c2ccccc2Sc2cnccc21	-3.4%
16	COc1ccc(-c2cc(C(=O)NCc3cccc(C(F)(F)F)c3)[nH]n2)c(C)c1	-5.5%

Additional compounds
cpd	Structure	TbPYK inhibitor
17	COc1ccc(OC)c(C(O)c2ncc(-c3ccc(C(F)(F)F)cc3)[nH]2)c1 (stereo unspecified)	-2.5%
18	O=C(Nc1ccc(Cl)c(C(F)(F)F)c1)c1nc2ccccc2nc1N1CCCCC1	-7.0%
19	Cc1nc2ccn(Cc3ccccc3)c(=O)c2cc1C(=O)NCc1ccccc1F	6.9%
20	CCN(CC(=O)Nc1ccc(NC(C)=O)cc1)C(=O)c1ccc(Sc2nncn2C)c([N+](=O)[O-])c1	0.2%
21	CCC(Cn1nnc2ccccc2c1=O)NC(=O)Nc1cc(OC)cc(OC)c1 (stereo unspecified)	-3.1%
22	CCOCCc1nn2c(=O)cc(COC(=O)C(CC)c3ccccc3)nc2s1 (stereo unspecified)	1.3%
23	Cc1ccccc1S(=O)(=O)NC(=O)C1(C)CCN1C(=O)c1cccc2ccccc12 (stereo unspecified)	-2.8%
24	CCc1cccc(NC(=O)CCNS(=O)(=O)c2ccc3c(c2)CCN3C(C)=O)c1	0.0%

Of the compounds above, these contain bromine:
cpd	Structure	TbPYK inhibitor
8	Cc1ccc(N2CC3=C(C2=O)C(c2ccc(Br)cc2)NC(=O)N3C)cc1 (stereo unspecified)	-2.8%
9	COc1ccccc1Cc1c(-c2cccc(Cl)c2)nc2c(C)cc(Br)cn12	-8.5%

The results go on.
cpd	Structure	TbPYK inhibitor
25	Cc1c(Cl)cccc1-n1ncc(C(=O)Nc2ccc(Br)cc2F)c1C1CCNCC1	-23.9%
26	O=[N+]([O-])c1cc(-c2nc(-c3ccccn3)no2)ccc1NCc1ccccc1	2.3%
27	Cc1cn([C@H]2C[C@H](O)[C@@H](CNCc3ccccc3)O2)c(=O)[nH]c1=O	-10.0%
28	Cc1ccc(OCCSc2nc3ccccc3n2CC(=O)N2CCCCC2)cc1C	-2.0%
29	CC(C)C(=O)N1CCC1(C)C(=O)NCc1cc(Cl)ccc1F (stereo unspecified)	2.5%
30	OC(c1ccccc1)c1nc(-c2cc(F)cc(F)c2)cs1 (stereo unspecified)	1.9%
31	COc1ccc(-n2nnnc2C(c2ccccc2OC(F)(F)F)N2CCN(C/C=C/c3ccccc3)CC2)cc1 (stereo unspecified)	3.3%
32	O=C(CSc1nc2ncccc2o1)Nc1ccc(Cl)cc1F	-1.3%

From compound 26 as far as 28, as listed above:
cpd	Structure	TbPYK inhibitor
26	O=[N+]([O-])c1cc(-c2nc(-c3ccccn3)no2)ccc1NCc1ccccc1	2.3%
27	Cc1cn([C@H]2C[C@H](O)[C@@H](CNCc3ccccc3)O2)c(=O)[nH]c1=O	-10.0%
28	Cc1ccc(OCCSc2nc3ccccc3n2CC(=O)N2CCCCC2)cc1C	-2.0%

(more compounds)
cpd	Structure	TbPYK inhibitor
33	CCCn1c(=N)c(C(=O)NCc2cccnc2)cc2c(=O)n3cccc(C)c3nc21	5.7%
34	CCOC(=O)N1CCN(C(=O)C[C@@H]2C[C@@]3(C(=O)OCC)CCC=C3N(Cc3ccco3)C2=O)CC1	-3.8%
35	O=C(Cn1c(SCc2ccccc2F)nc2cccnc21)Nc1ccc(F)c(Cl)c1	-4.6%
36	Cc1ccc(S(=O)(=O)C(CNC(=O)c2ccc(F)c(F)c2)c2ccco2)cc1 (stereo unspecified)	0.7%
37	Cc1c(C(=O)N(C)C)sc2c1c(=O)n(-c1ccc(Cl)c(Cl)c1)c(=O)n2Cc1ccc(F)cc1	-5.4%
38	Cc1ccccc1NC(=O)CSc1nnc(COc2ccc(Cl)cc2)o1	0.0%
39	CCOc1ccc(NCc2cccn2-c2nnc(N3CCC(C(=O)NCC(C)c4ccccc4)CC3)s2)cc1 (stereo unspecified)	-3.2%
40	COc1ccc(CNC(=O)c2ccc(CNS(=O)(=O)c3ccc(F)cc3)cc2)cc1	2.6%

(continued)
cpd	Structure	TbPYK inhibitor
41	Cc1ccc(Cn2c(=O)c3cccnc3n(Cc3ccc(F)cc3)c2=O)cc1	-6.6%
42	O=C1CC(=O)OC(c2ccc([N+](=O)[O-])cc2)O1	-32.1%
43	COc1ccc(C)cc1NC(=O)N(Cc1ccc(C)o1)C1CCN(C(C)=O)CC1	-6.3%
44	O=C(NC1CCCC1)c1ccc2c(c1)N(Cc1ccc(F)cc1)C(=O)c1ccccc1S2	-0.3%
45	Cc1ccc(C)c(N2CCN(C(=O)c3cc4c(=O)n(Cc5ccco5)ccc4nc3C)CC2)c1	-4.7%
46	Cc1ccccc1CNC(=O)C1CCN(c2nnc(C)c3c(C)n(-c4ccccc4)nc23)CC1	-1.2%
47	CCCOc1ccc(CN(C(=O)c2nc(SC(C)C)ncc2Cl)C2CCS(=O)(=O)C2)cc1 (stereo unspecified)	-6.9%
48	CCc1cccc(NC(=O)Cn2c(=O)n(-c3cccc(Cl)c3)c(=O)c3c2c2cc(C)ccc2n3C)c1	2.3%

Additional entries
cpd	Structure	TbPYK inhibitor
49	CCC(C(=O)NCc1ccccc1Cl)n1nc(C)c2sc3ccccc3c2c1=O (stereo unspecified)	1.6%
50	CCOc1ccc(N2CC(NC(=O)c3ccco3)CC2=O)cc1 (stereo unspecified)	-10.6%
51	CCCNC(=O)C1(C)CCCN(C(=O)c2ccc(F)c(Cl)c2)C1 (stereo unspecified)	-4.3%
52	O=C(Cn1ccn(-c2ccc(F)cc2)c(=O)c1=O)Nc1ccc(F)cc1	7.2%
53	CN(CC(=O)C(C(N)=O)c1ccccc1)c1ccccc1 (stereo unspecified)	0.2%
54	COc1ccc(C)c2sc(NC(=O)c3ccc(S(=O)(=O)N(C)C)cc3)nc12	1.0%
55	Cc1nnc(NC(=O)CSc2nccn2-c2cccc(Cl)c2)s1	-8.5%
56	C[C@H]1CN([C@@H](C)CO)C(=O)c2cc(Br)cnc2O[C@@H]1CN(C)C(=O)c1ccncc1	3.7%

(listing goes on)
cpd	Structure	TbPYK inhibitor
57	COc1ccccc1CNC(=O)CCCc1nnc2n(CC(C)C)c(=O)c3sccc3n12	-4.7%
58	CCOc1ccc(-n2c(C)nc3cc(C(=O)NCCC4=CCCCC4)ccc32)cc1	1.6%
59	N#Cc1ccc(CN2CCCC3(CCN(C(=O)c4ccco4)CC3)C2)cc1	5.2%
60	CCN(CC)c1ncnc2c1ncn2[C@H]1CN(CCOC)C[C@@H](CO)O1	-9.3%
61	CC(=O)c1ccc(NC(=O)CCc2c(C)nn(-c3ccc4nncn4n3)c2C)cc1	1.3%
62	COc1ccc2oc3cc(Cl)ccc3c(=O)c2c1	-4.7%
63	COc1cccc(NC(=O)c2oc3ccc(S(=O)(=O)N4CCCCCC4)cc3c2C)c1	0.0%
64	COc1cc(NC(=O)Cn2cnc3sc(C)c(S(=O)(=O)N4CCC(C)CC4)c3c2=O)cc(OC)c1OC	0.8%

Further entries
cpd	Structure	TbPYK inhibitor
65	Cc1cn2c(=O)cc(COC(=O)c3cccc(NC(=O)COc4ccccc4)c3)nc2s1	4.7%
66	Cc1nn(C(=O)c2cccc([N+](=O)[O-])c2C)c(C)c1S(=O)(=O)N1CCOCC1	2.3%
67	CCOc1ccc(NC(=O)C(=O)NCCc2csc(-c3ccc(C)cc3)n2)cc1	1.2%
68	Cn1nnnc1Sc1ncnc2scc(-c3ccc4c(c3)OCO4)c12	-5.4%
69	Cc1cc(C)c(S(=O)(=O)Nc2ccc3oc4c(c3c2)CCCC4)cc1C	0.7%
70	CN1C(=O)C2(c3ccccc31)N(c1ccc(Br)cc1)C(=O)CS2(=O)=O (stereo unspecified)	-1.7%
71	O=C(NCc1cccc(Cl)c1)c1c2c(nc3ccccc13)C(=O)N(C1CCCCC1)C2	0.9%
72	CC(C)CC(NS(=O)(=O)c1ccc2c(c1)oc(=O)n2C)C(=O)NCCc1ccc(Cl)cc1 (stereo unspecified)	-5.5%

(list continues)
cpd	Structure	TbPYK inhibitor
73	Cc1cccc(-n2c(C)nc3cc(C(=O)NCCC4=CCCCC4)ccc32)c1	-16.8%
74	Cc1ccc(-c2nnn3c2nc(NCC(C)c2ccccc2)c2ccccc23)cc1 (stereo unspecified)	1.4%
75	CC1=C(C(=O)Nc2ccccc2)C(c2cccs2)n2nc(SCc3ccccc3F)nc2N1 (stereo unspecified)	-7.9%
76	CCOc1cc2[nH]c(=O)n(CCCCC(=O)N3CCN(c4ccc(OC)cc4)CC3)c(=O)c2cc1OCC	0.0%
77	Cc1ccc(S(=O)(=O)N2C[C@H]3C(=O)C[C@@H](c4ccccc4)N(S(=O)(=O)c4ccc(C)cc4)[C@H]3C[C@H]2c2cccs2)cc1	-6.5%
78	CCCCCCCCN1C(=O)[C@H](CC(=O)NCCCOCCCC)C[C@@]2(C(=O)OC)CCCCC=C12	-17.8%
79	CCCCNc1cc(N2CCN(C3CCCCC3)CC2)c2noc3c2c1C(=O)c1ccccc1-3	-4.4%
80	O=C(Nc1ccc(F)c(Cl)c1)C1Cc2c(-c3ccc4c(c3)OCO4)ccnc2O1 (stereo unspecified)	-2.5%

Next section:
cpd	Structure	TbPYK inhibitor
81	O=C(NC1CCCCC1)c1ccc2c(c1)sc1nc(-c3ccccc3)cn12	1.4%
82	CCOC(=O)c1ccc(NC(=O)c2ncn3c2C(=O)NC[C@H]3C)cc1	1.5%
83	Cc1ccc(C(=O)Nc2nnc(S(=O)(=O)N(C)Cc3ccc(F)cc3)s2)cc1	-5.6%[15.4 µM]
84	COc1ccc(NC(=O)Nc2nnc(N(CC(C)C)CC(C)C)s2)c(OC)c1	1.3%
85	O=C(O)c1ccc(N2C(=O)c3[nH]nc(-c4ccccc4)c3C2c2cccc(F)c2)cc1 (stereo unspecified)	1.5%
86	O=C(COc1ccc(Cl)cc1)Nc1ccc(Cl)cc1C(=O)c1ccccc1	-6.2%
87	CCOC(=O)c1c(NC(=O)c2ccc(C)cc2)sc2c1CCCCC2	4.9%
88	Cn1c(=O)c2c(SCC(=O)N3CCc4ccccc43)nc(-c3ccccc3Cl)nc2n(C)c1=O	-5.0%

Next part.
cpd	Structure	TbPYK inhibitor
89	Fc1ccc(-n2ncc3c(NCCCn4ccnc4)ncnc32)cc1	1.7%
90	COc1cc2cc(C(=O)NC(C)c3cccc4ccccc34)c(N)nc2cc1OC (stereo unspecified)	-8.5%
91	Cc1ccc(-n2c(=O)c3c(cnn3C)n(CC(=O)Nc3cccc(C)c3)c2=O)cc1	2.9%
92	CCc1cccc(NC(=O)C(Cc2ccccc2)n2cccc2)c1 (stereo unspecified)	4.5%
93	CCN(C)c1cc2c(c3c1ccn3C)C1CCC2C1 (stereo unspecified)	-8.3%
94	CC(C)C(NS(=O)(=O)c1cccc2cccnc12)C(=O)Nc1ccc(OC(F)(F)F)cc1 (stereo unspecified)	-2.6%
95	CCOC(=O)c1oc2c(c1C)-c1nn(Cc3ccc(Cl)cc3)cc1CC2	1.9%
96	CN(C)c1ccc2c(=O)c3ccccc3oc2n1	-1.9%

(next part)
cpd	Structure	TbPYK inhibitor
97	COc1cccc(-c2cn3c(n2)sc2cc(C(=O)NCCc4ccc(OC)c(OC)c4)ccc23)c1	-0.2%
98	CN(CC(=O)Nc1cccc(F)c1)C(=O)c1cccc(S(=O)(=O)N2CCN(Cc3ccccc3)CC2)c1	-0.5%
99	O=C(NCC1CC1)c1cccs1	4.5%
100	COc1cccc(N2CC(NC(=O)/C=C\c3ccccc3)CC2=O)c1 (stereo unspecified)	5.6%
101	CCOc1ccc(NC(=O)C(C)Sc2nnc3cc(C)c4ccccc4n23)cc1 (stereo unspecified)	6.7%
102	COc1cccc(OCCSc2nc3ccccc3n2CC(=O)N2CCOCC2)c1	0.9%
103	COc1ccc(OC(=O)N(C)C[C@@H]2OCc3ccccc3-c3c(n(C)c4ccccc34)C(=O)N([C@H](C)CO)C[C@@H]2C)cc1	-4.8%
104	Cc1noc(/C=C/N(C)C)c1S(=O)(=O)N1CCCC(C(=O)Nc2cccc(F)c2)C1 (stereo unspecified)	6.3%

Later entries:
cpd	Structure	TbPYK inhibitor
105	O=C(COc1ccc(Cl)cc1Cl)NC1CC1	4.5%
106	CC1(C(=O)N2Cc3ccccc3C2)CCN1C(=O)C1(c2ccccc2)CC1 (stereo unspecified)	2.1%
107	CCCCN1C(=O)C(CC(=O)NCCCCc2ccccc2)CC(C(=O)N(C(C)C)C(C)C)=C1C (stereo unspecified)	2.7%
108	Cc1cc(C)c(-c2csc(-c3cc4ccccc4oc3=O)n2)cc1C	-3.0%
